Bioassay records as filed in PubChem BioAssay.
M1 ag = human M1 muscarinic receptor agonism. P11229. CHO-K1 hM1, Fluo-8 calcium fluorescence, agonist mode; 0% DMSO, 100% acetylcholine EC100. activation, % at 3 µM. 0.33% of 360,000 active. AID 588814;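 active = activation above the run's mean compound activation plus 3 SD, cut at about 16% in these data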;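 note: peak over basal fluorescence ratio within a 140 s kinetic read after compound addition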
CHO parental Ca = counter-screen: ATP calcium response change in parental CHO cells; parental CHO-K1, ATP-induced calcium, Fluo-8 fluorescence; inhibition, % at 5.6 µM; 0.63% of 330,000 active; AID 463079;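 active = inhibition above that plate's mean sample inhibition plus 3 SD, cut at about 26% in these data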;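 note: 0% = ATP-challenged DMSO wells and 100% = DMSO wells without ATP; some compounds past the cut are filed as inactive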
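Assay system: untransfected parental CHO cell line. Also added: ATP agonist challenge. Dosing: one dose, 5.6 µM nominal. Measured by: Fluo-8 fluorescence. Read-out: % inhibition. Benchmarks: ATP wells versus no-ATP DMSO wells. Repeats: no replicates.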
CHO-K1 Ca antag = M1 antagonist counterscreen hit in parental CHO-K1 cells | ATP-induced calcium, Fluo-8 fluorescence | inhibition, % at 3 µM | 0.6% of 360,000 active | AID 602250;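 active = inhibition above a per-plate cutoff, the plate's mean sample inhibition plus 3 SD, cut at about 24% in these data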;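 note: 0% = DMSO plus EC80 ATP and 100% = DMSO alone without ATP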
M1 ag parental = counter-screen for M1 agonists: effect in parental CHO-K1 cells; Fluo-8 calcium fluorescence; scaled to maximal ATP response, vehicle zero; activation, % at 3 µM; 0.48% of 360,000 active; AID 602248; in the data active = activation above about 15%;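 note: untransfected CHO-K1 host cells lacking M1 receptor as counterscreen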
TAAR1 ag = human TAAR1 agonism; 0.99% of 360,000 active; activation, % at 3 µM; CHO RD-HGA16 TAAR1, Fluo-8 calcium fluorescence; vehicle wells 0%, saturating PEA agonist 100%; AID 624467;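 active = activation above the mean activation of all test compounds in the run plus 3 SD, cut at about 38% in these data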
Target sequence (Q96RJ0 whole entry, looked up): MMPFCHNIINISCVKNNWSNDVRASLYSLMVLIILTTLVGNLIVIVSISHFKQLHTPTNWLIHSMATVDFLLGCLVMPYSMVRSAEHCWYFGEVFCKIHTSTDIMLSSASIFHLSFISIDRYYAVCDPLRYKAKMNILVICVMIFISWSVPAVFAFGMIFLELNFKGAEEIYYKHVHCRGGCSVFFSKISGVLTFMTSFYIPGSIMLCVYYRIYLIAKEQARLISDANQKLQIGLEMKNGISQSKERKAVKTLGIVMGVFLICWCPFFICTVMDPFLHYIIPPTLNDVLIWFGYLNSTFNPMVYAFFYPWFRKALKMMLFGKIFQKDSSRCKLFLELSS
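Signal – calcium-sensitive Fluo-8 signal, excitation 470-495, emission 515-575 nm · System – RD-HGA16 (CHO) cells co-expressing Gα16 and hTAAR1 · Incubation – 17-24 h seeding, 75 min 37 °C dye, 30 min RT · Compound dosing – 3 µM single concentration · Repeats – no replicates (n 1)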
OXTR potentiate = potentiators of human oxytocin receptor | P30559 | CHO-OTR cells, Fluo-8 calcium fluorescence, potentiator mode; 0% = oxytocin EC15, 100% = EC100 | activation, % at 3 µM | 0.061% of 320,000 active;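 active = activation above that plate's cutoff, the mean activation of tested compounds plus 3 SD, cut at about 6.6% in these data, passing the limit was not always enough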;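 note: 100% uses oxytocin at 75 nM as the full agonist control; some results filed as inactive read as strong as hits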
Target sequence (P30559 whole entry, looked up): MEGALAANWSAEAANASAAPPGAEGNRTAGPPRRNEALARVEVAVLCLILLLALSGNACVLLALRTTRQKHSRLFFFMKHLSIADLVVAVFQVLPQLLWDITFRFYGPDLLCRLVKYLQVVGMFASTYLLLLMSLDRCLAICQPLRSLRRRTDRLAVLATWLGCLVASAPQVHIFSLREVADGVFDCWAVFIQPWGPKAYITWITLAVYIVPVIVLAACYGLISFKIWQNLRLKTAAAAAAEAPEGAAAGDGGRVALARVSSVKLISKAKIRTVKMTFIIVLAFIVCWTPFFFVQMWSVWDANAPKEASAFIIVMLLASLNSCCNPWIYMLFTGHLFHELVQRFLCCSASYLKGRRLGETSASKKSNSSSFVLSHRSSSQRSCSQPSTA
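System: human OTR in CHO cells / Also added: sub-maximal oxytocin, roughly EC15 / Control set: EC15 oxytocin low, 75 nM oxytocin high / Schedule: 6 min compound pre-incubation at room temperature, 100 s kinetic read / Compound: single-point 3.0 µM / Replication: singlicate / Technique: Fluo-8 calcium dye fluorescence / Read-out basis: % activation of max/min ratio relative to oxytocin controls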
TAAR1 antag = antagonists of human TAAR1 | Q96RJ0 | CHO RD-HGA16 TAAR1, Fluo-8 calcium fluorescence, antagonist | 1.5% of 360,000 active | inhibition, % at 3 µM;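 active = inhibition above a per-plate cutoff, the mean inhibition of test compounds on that plate plus 3 SD, cut at about 49% in these data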;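 note: 0% = DMSO plus EC80 beta-PEA response and 100% = DMSO alone without agonist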
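test system = CHO RD-HGA16 cells bearing hTAAR1 | replication = singlicate | controls = DMSO-only wells and EC80 β-PEA-stimulated wells | reagent = EC80 β-phenethylamine stimulus | read-out basis = percent inhibition of PEA-evoked calcium signal, max/basal emission ratio | schedule = seeding 17-24 h prior, 75-min 37 °C, 30-min RT dye loading | signal = kinetic Fluo-8 calcium fluorescence measurement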
V1aR counter = V1a receptor agonism, counter-screen for OXTR agonists; P37288; CHO-V1R cells, Fluo-8 calcium fluorescence, agonist mode; 0% DMSO, 100% 3 nM vasopressin; activation, % at 3 µM; 0.25% of 320,000 active; AID 2797;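 active = activation above the mean activation of all tested compounds plus 3 SD, per screening run, cut at about 20% in these data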;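 note: signal is peak over basal fluorescence ratio across a 100 second FLIPR read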
CHO-K1 Ca PAM = M1 PAM counterscreen hit in parental CHO-K1 cells; ATP EC20, Fluo-8 calcium fluorescence; 0% at ATP EC20, 100% at ATP max; activation, % at 3 µM; 0.02% of 360,000 active; AID 602247;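 active = activation above the run cutoff, the mean activation of all test compounds plus 3 SD, cut at about 40% in these data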;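 note: peak over basal fluorescence ratio in a 140 s read after ATP addition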
* hit, by the source's call; . = not tested or not shown; & = joins results of further samples.

SMILES	M1 ag	CHO parental Ca	CHO-K1 Ca antag	M1 ag parental	TAAR1 ag	OXTR potentiate	TAAR1 antag	V1aR counter	CHO-K1 Ca PAM
COCCCNC(=O)C[C@H]1C[C@H](C(=O)N2CCOCC2)[C@@]2(C)c3[nH]c4cc(CCC(=O)N(C)C)ccc4c3CCN2C1=O	-2	-13	5	-0.2	0	.	-14	.	-10
N#CCc1ccc(NC(=O)c2ccccc2C(=O)Nc2ccc(CC#N)cc2)cc1	1	-1	-8	1.5	6	-6	11	1.4	19
Cc1ccc(-c2nc(C#N)c(NCc3ccco3)o2)cc1	-5	-11	-8	0.9	-2	-8	23	0.5	20
O=C(Nc1ccn(Cc2c(F)c(F)cc(F)c2F)n1)c1ccc(COc2cc(Cl)ccc2Cl)o1	-4	-5	-12	0.7	6	-5	20	2.1	21
CN(Cc1ccc(F)cc1)C(=O)CNC(=O)c1ccc2c(c1)OCO2	-2	-10	-13	0.6	2	5	-14	0.6	3
Cc1cccc(OCC(O)Cn2c(N3CCCCC3)nc3c2c(=O)n(C)c(=O)n3C)c1 (configuration not stated)	-2	-15	10	3.9	12	-17	64*	2.4	-20
CC(=O)N/C(=N\OCc1ccccc1Cl)c1nonc1NC(C)=O	-6	-8	-13	1.4	3	0	7	0.9	22
COC(=O)CN1C(=O)[C@H]2[C@@H](/C=C/c3ccccc3)N3C(=O)CN(Cc4ccccc4)C(=O)[C@@]3(C)[C@H]2C1=O	-2	-19	-10	-0.2	0	9	-11	-0.1	-9
Cc1cc(C(C#N)c2cccc(Cl)c2)n2ncnc2n1 (configuration not stated)	-2	-7	0	3.3	12	-12	41	4.0	3
CC1CCN(CC(=O)NCc2ccco2)CC1	-3	-3	0	-0.2	0	-1	7	0.0	2
COCCn1c(=NC(=O)c2cc3ccccc3oc2=O)sc2cc(S(N)(=O)=O)ccc21	-4	-2	-2	0.4	4	-5	-9	0.1	13
Cc1ccccc1OCCn1cc(C(=S)N2CCN(C)CC2)c2ccccc21	5	-20	-4	4.1	9	-11	6	1.9	14
COC(=O)c1ccc2c(c1)N(C)C(=O)CS2	-3	-1	-7	-0.2	2	-6	1	0.4	8
Cc1c(C(=O)N2CCC(C)CC2)oc2ccc(S(=O)(=O)N3CCC4(CC3)OCCO4)cc12	-3	-24	-18	3.8	3	-5	-6	2.4	16
O=C(Nc1ccccc1N1CCCC1)C1CCN(S(=O)(=O)c2ccccc2)CC1	-5	-11	9	1.4	3	-4	0	3.6	-14
CCN(CC)C(=O)CC(c1ccc(OC)cc1)c1c(OC)cc(OC)c2ccc(=O)oc12 (configuration not stated)	-4	-14	-16	0.6	5	-7	0	-0.6	6
C/C(=N/NC(=O)CNC(=O)c1cccnc1)c1ccc(Cl)cc1	-3	-4	-12	0.3	4	-9	-21	0.8	2
COc1cccc(-n2c(C)cc(/C=C3/C(=N)N4C(=NC3=O)SN=C4S(C)(=O)=O)c2C)c1	-4	-6	-6	0.8	1	-2	-5	0.6	11
O=S(=O)(NCCC1=CCCCC1)c1ccc(Br)cc1	-4	-24	-5	0.0	3	-11	2	0.1	5
CCOC(=O)[C@H]1[C@H]2COc3ccc(C)cc3[C@@H]2N2C(=O)c3cc(OC)c(OC)cc3NC(=O)[C@@]12C	0	-6	-8	0.0	2	-7	-2	0.9	3
COc1ccc(OC)c(C2CC(=O)Nc3cc(OC)c(OC)c(OC)c32)c1 (configuration not stated)	-1	-16	8	0.1	9	-1	2	-0.1	-7
COc1ccc(-c2cn(-c3ccc(C)c(C)c3)c(=S)[nH]2)cc1OC	-3	-29	-4	0.7	-1	-5	-4	-0.1	19
CCS(=O)(=O)c1nc(S(=O)(=O)c2ccc(C)cc2)c(NCCCN(C)C)s1	-6	-7	-11	-0.3	6	-15	-5	-0.2	17
CCOc1ccc(-n2c(C)nc3cc(C(=O)NCc4ccc5c(c4)OCO5)ccc32)cc1	-6	-19	0	0.0	-1	-2	0	0.5	13
CCOc1ccccc1N1CCN(C(=O)C(Sc2ccccc2)c2ccccc2)CC1 (configuration not stated)	-2	-2	14	0.8	-2	-30	16	-0.4	-7

Record cards, as listed above:
CN(Cc1ccc(F)cc1)C(=O)CNC(=O)c1ccc2c(c1)OCO2 across the screens: M1 ag = -2; CHO parental Ca = -10; CHO-K1 Ca antag = -13; M1 ag parental = 0.6; TAAR1 ag = 2; OXTR potentiate = 5; TAAR1 antag = -14; V1aR counter = 0.6; CHO-K1 Ca PAM = 3
O=C(Nc1ccn(Cc2c(F)c(F)cc(F)c2F)n1)c1ccc(COc2cc(Cl)ccc2Cl)o1 across the screens: M1 ag = -4; CHO parental Ca = -5; CHO-K1 Ca antag = -12; M1 ag parental = 0.7; TAAR1 ag = 6; OXTR potentiate = -5; TAAR1 antag = 20; V1aR counter = 2.1; CHO-K1 Ca PAM = 21

Other structures follow.
SMILES	M1 ag	CHO parental Ca	CHO-K1 Ca antag	M1 ag parental	TAAR1 ag	OXTR potentiate	TAAR1 antag	V1aR counter	CHO-K1 Ca PAM
CCNc1ccc2c(Cl)cc(=O)oc2c1	-8	-13	2	0.2	6	-9	-6	0.0	-6
Cc1ccc(C(=O)NCC(=O)OCCCOC(=O)CNC(=O)c2ccc(C)c(C)c2)cc1C	-4	-30	-9	3.0	4	-3	11	4.1	-10
Cc1cc(C)cc(NC(=S)N2CCC(c3nc4ccccc4s3)CC2)c1	-8	-9	-10	-0.3	5	-6	4	-0.3	-3
Cc1c2c(nc3nnnn13)CCCC2	-2	6	-15	0.1	1	-22	3	-0.2	11
COc1c(OC)c(O)c2c(=O)cc(-c3c(O)cccc3O)oc2c1OC	-1	-9	9	0.8	0	-1	6	-1.5	-5
Cc1onc(-c2c(F)cccc2Cl)c1C(=O)OCC(=O)c1c(N)n(C)c(=O)n(C)c1=O	-2	-23	-9	10	7	-8	-5	2.7	13
Cc1ccc(C)c(Cc2c(C)nc3c(C(=O)NCc4ccc5c(c4)OCO5)cnn3c2C)c1	.	-21	.	.	3	-5	-4	-0.1	.
Cc1ccc(OCCOC(=O)CCc2nc3ccccc3c(=O)[nH]2)cc1	-4	-19	8	0.4	8	-4	3	0.0	-8
CCCc1c(C(=O)N/N=C/C(C)=C/c2ccco2)nnn1-c1nonc1N	1	19	1	0.8	14	2	-20	1.8	17
Nc1cccc2c1C(=O)N(C(=O)/C=C/c1ccc(F)cc1)C2=O	0	-2	4	0.0	0	2	-1	0.8	-10
COc1ccc(C(=O)NN2CCOCC2)cc1	-2	16	-14	0.7	3	-1	4	1.2	-2
COc1ccc(C2=Nn3c(nnc3-c3ccccc3Cl)SC2)cc1OC1CCCC1	-10	0	-10	0.2	1	-10	39	1.0	7
COc1ccccc1Nc1ncnc2sccc12	-6	2	5	0.3	1	-8	8	0.0	6
COc1ccc(C2(C)NC(=O)N(CC(=O)Nc3ccc4[nH]c(=O)[nH]c4c3)C2=O)cc1 (configuration not stated)	-1	-11	-1	0.0	1	-3	-22	0.7	-28
COc1ccc(NS(=O)(=O)c2cccs2)cc1S(=O)(=O)N1CCCCC1	-1	6	6	0.3	1	-1	-21	-0.7	-7
Cc1ccc(NC(=O)CN2CC(C)SC2=NC2CCCCC2)cc1 (configuration not stated)	-5&-6	-32	4&4	0.5&0.6	2&17	-2	-12&-10	0.3	-9&9
CCOC(=O)Nc1ccc(NC(=O)c2ccccc2F)cc1	-5	-1	-4	1.5	2	-11	11	0.7	-4
Cc1nn2c(=O)cc(CSc3nc4ccccc4[nH]3)nc2s1	-4	-11	-19	0.7	2	-1	-9	0.1	11
CNS(=O)(=O)c1cccc(C(=O)OCC(=O)c2cc(C)n(CC3CCCO3)c2C)c1 (configuration not stated)	1	-2	-12	4.2	11	-8	-1	4.4	11
Cc1nn(-c2ccccc2)c2nc(Cl)c(C(=O)O)cc12	-2	-3	-8	-0.3	2	1	-4	0.6	13
N#Cc1cc2c(nc1SC1CCCCC1O)CCCC2 (configuration not stated)	-6	-17	8	7.4	13	-21	7	-0.9	12
O=c1cc(O)nc(SCc2ccccc2)[nH]1	-4	-4	7	0.2	0	4	9	0.8	-4
C=CCOc1ccc(C(=O)Nc2ccccc2C(=O)NCc2cccnc2)cc1	-7	-10	-12	2.9	7	-9	10	6.9	3
Cc1cnc(C(=O)Nc2cccc(S(=O)(=O)N(C)C)c2)cn1	-8	-4	-2	0.2	1	-6	-27	1.1	7
CC(=NNS(=O)(=O)c1ccc(C)cc1)c1ccncc1	0	.	-6	1.4	1	.	-13	.	17
Continued:
SMILES	M1 ag	CHO parental Ca	CHO-K1 Ca antag	M1 ag parental	TAAR1 ag	OXTR potentiate	TAAR1 antag	V1aR counter	CHO-K1 Ca PAM
CCOc1ccc(OCCC(=O)OCC(=O)NC2CC2)cc1	1	10	-9	1.2	1	-5	13	0.2	30
CCc1ccc([C@@H]2CC(=O)[C@@H]3CN(S(=O)(=O)c4ccc(C)cc4)[C@H](c4ccc(Cl)cc4)C[C@@H]3N2S(=O)(=O)c2ccc(C)cc2)cc1	-3	.	14	0.3	2	.	-18	.	11
Cc1cccn2c(=O)c(/C=C3\SC(=S)N(CC(C)C)C3=O)c(NCCCOC(C)C)nc12	-1	-2	2	1.3	.	1	.	3.2	11
O=C(CCCO)c1ccc2c(c1)OCCO2	-6	-10	-6	-0.1	0	-1	-14	0.2	-4
CCCCN(C(=O)/C=C/c1ccco1)c1c(N)n(CC(C)C)c(=O)[nH]c1=O	1	1	-6	-0.5	1	-8	1	-1.7	11
CC(C)Oc1ccc(C(=O)Nc2ccc(N3CCCC3)cc2)cc1	-9	-12	12	-0.8	.	0	.	-0.8	-6
COc1ccc(C(N)c2nccc3cc(OC)c(OC)cc23)cc1OC (configuration not stated)	3	-14	4	0.3	.	-6	.	0.5	-7

Compounds shown so far that contain a thiophene ring, fused or not (2):
SMILES	M1 ag	CHO parental Ca	CHO-K1 Ca antag	M1 ag parental	TAAR1 ag	OXTR potentiate	TAAR1 antag	V1aR counter	CHO-K1 Ca PAM
COc1ccccc1Nc1ncnc2sccc12	-6	2	5	0.3	1	-8	8	0.0	6
COc1ccc(NS(=O)(=O)c2cccs2)cc1S(=O)(=O)N1CCCCC1	-1	6	6	0.3	1	-1	-21	-0.7	-7
